# PP5 inh: PP5 (human) phosphatase inhibition | P53041 | purified PP5c, OMFP substrate fluorescence | inhibition, % at 6.7 µM | actives 0.18% (n = 320,000) | AID 1987;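 active means inhibition above the campaign's mean inhibition across all tested compounds plus 3 SD, cut at about 9.5% in these data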;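 further: 0% = DMSO only and 100% = 100 µM cantharidin control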
# Target sequence (P53041 whole entry, looked up): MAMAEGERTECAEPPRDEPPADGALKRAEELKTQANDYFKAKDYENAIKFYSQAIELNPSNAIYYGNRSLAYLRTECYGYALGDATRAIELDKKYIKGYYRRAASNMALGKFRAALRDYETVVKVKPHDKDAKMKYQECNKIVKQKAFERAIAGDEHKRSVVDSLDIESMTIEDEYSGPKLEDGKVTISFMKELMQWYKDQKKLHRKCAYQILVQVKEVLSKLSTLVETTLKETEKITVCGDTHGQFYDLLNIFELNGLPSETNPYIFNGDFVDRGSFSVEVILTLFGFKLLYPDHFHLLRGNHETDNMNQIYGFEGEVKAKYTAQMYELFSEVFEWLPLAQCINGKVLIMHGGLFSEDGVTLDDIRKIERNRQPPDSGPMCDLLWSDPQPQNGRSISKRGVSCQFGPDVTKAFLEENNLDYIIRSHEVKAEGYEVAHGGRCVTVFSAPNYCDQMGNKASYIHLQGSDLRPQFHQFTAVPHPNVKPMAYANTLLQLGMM
# ZTA counter: counter-screen for EBNA-1 inhibitors: inhibitors of Epstein-Barr virus ZTA; ZTA-DNA binding, fluorescence polarization; inhibition, % at 11 µM; actives 0.15% (n = 320,000); AID 2234; in the data active means inhibition above about 33%
# Target sequence (P03206 whole entry, looked up): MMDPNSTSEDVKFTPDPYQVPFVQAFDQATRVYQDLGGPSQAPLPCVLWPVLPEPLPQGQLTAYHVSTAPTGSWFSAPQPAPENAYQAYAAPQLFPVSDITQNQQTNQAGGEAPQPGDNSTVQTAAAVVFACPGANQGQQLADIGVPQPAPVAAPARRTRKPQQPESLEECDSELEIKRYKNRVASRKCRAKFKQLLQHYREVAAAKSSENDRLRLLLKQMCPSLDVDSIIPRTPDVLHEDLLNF
# CTSL1 counter: cathepsin L1 inhibition, PFM18AAP counter-screen; actives 0.49% (n = 300,000); recombinant F. hepatica cathepsin L1, Z-Leu-Arg-MCA fluorescence; inhibition, % at 5.96 µM; AID 1906;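 active means inhibition above the mean of all tested compounds plus 3 SD, set per screening campaign, cut at about 17% in these data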;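 further: 0% = plate median of test compound wells and 100% = 1 µM Z-Phe-Ala-diazomethylketone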
# core dimer inh: HCV core protein dimerization inhibition | TR-FRET GST/Flag-core106 dimerization, 1536-well | inhibition, % at 5 µM | actives 0.33% (n = 300,000);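 active means inhibition above the mean of all tested compounds plus 3 SD, set per screening campaign, cut at about 45% in these data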
#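 Assay system: GST-tagged and Flag-tagged HCV core protein residues 1-106 / Times: compound-protein-antibody incubation 4 h at 22.5 °C / Signal: time-resolved FRET, ex 340 nm, em 617 and 671 nm / Evaluation: % inhibition based on acceptor/donor emission ratio / Benchmarks: wells lacking GST-core106 and wells with excess unlabelled core106 / Repeats: singlicate, one well per compound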
# GASC-1 inh: inhibitors of human GASC-1 (JMJD2C) demethylase | GST-JMJD2C(1-420) H3K9me3 demethylation, DELFIA europium | inhibition, % at 2.35 µM | actives 0.069% (n = 330,000);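 active means more than half of a compound's replicate wells show inhibition beyond 50%, single wells judged on their own value; inconclusive means some, but no more than half, of replicates pass 50% inhibition; inactive means no replicate passes 50% inhibition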;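 further: signal counts dimethyl H3K9 product captured on neutravidin plate; 0% = median of DMSO wells and 100% = 0.3 times that DMSO median; strong numbers were not always called active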
# TPT1 inh: blocks Candida albicans tRNA 2'-phosphotransferase. recombinant caTPT1, FP RNA substrate dephosphorylation. inhibition, % at 5 µM. actives 0.81% (n = 300,000);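 active means inhibition above the mean of all tested compounds plus 3 SD, set per screening campaign, cut at about 24% in these data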;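 further: plate controls were DMSO alone for no effect and ferristatin control at 100 nM for full effect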
# EBNA-1 inhibitor: blocks EBNA-1 binding to DNA; EBNA-1 DNA binding, fluorescence polarization; inhibition, % at 14.8 µM; actives 0.34% (n = 300,000); in the data active means inhibition above about 28%
# CR mimetic SO: lowers age-related superoxide in aged yeast cells; superoxide response (% of plate mean), % at 10 µM; AID 2690; S. cerevisiae aged cells, superoxide DHE fluorescence; active compounds read low; actives 0.18% (n = 330,000);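 active means superoxide response under a set limit, about three screen SD below normal, cut at about 65% in these data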;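 further: yeast aged for seven days with compound at 30 °C before DHE staining; 100% = average MFI of all compound-treated wells on the plate with controls excluded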
# PP1 inh: PP1-alpha (human) inhibition in PP5 counter-screen; P62136; actives 0.9% (n = 320,000); inhibition, % at 6.7 µM; purified PP1alpha, OMFP fluorescence; AID 2235;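 active means inhibition above the mean inhibition of all tested compounds plus 3 SD, computed separately for each screening campaign, cut at about 15% in these data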
# Target sequence (P62136 whole entry, looked up): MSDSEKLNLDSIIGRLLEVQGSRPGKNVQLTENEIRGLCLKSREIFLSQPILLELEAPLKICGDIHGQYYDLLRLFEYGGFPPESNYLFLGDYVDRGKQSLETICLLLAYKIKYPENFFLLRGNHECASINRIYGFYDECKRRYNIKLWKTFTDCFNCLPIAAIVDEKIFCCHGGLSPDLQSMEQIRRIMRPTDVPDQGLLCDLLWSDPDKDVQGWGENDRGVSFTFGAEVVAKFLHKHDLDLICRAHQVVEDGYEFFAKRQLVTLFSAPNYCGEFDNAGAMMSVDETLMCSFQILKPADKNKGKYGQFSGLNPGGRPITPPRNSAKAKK
# An asterisk follows results filed as active; i = inactive; u = inconclusive; x = not tested or not shown; & = joins results of further samples.
# Screens by letter – A = PP5 inh; B = ZTA counter; C = CTSL1 counter; D = core dimer inh; E = GASC-1 inh; F = TPT1 inh; G = EBNA-1 inhibitor; H = CR mimetic SO; I = PP1 inh
O=C(NCc1cccc(C(F)(F)F)c1)C1CC(c2ccccc2F)=NO1 (centres undefined)
  A: 5.1; B: -30; C: -1; D: -15; E: 1; F: -2; G: 4; H: x; I: 3

CNC(=O)C(NC(=O)Nc1ccc(C)cc1)C(C)(C)C (centres undefined)
  A: 2.3; B: -10; C: 1; D: 2; E: -2; F: -3; G: -8; H: 111; I: -1

Cc1noc(C)c1COC(=O)C1CCN(C(=O)c2ccc(Cl)cc2)CC1
  A: 0.5; B: -6; C: 0; D: -2; E: -11; F: 1; G: -3; H: 110; I: -1

COc1ccc(NC(=S)NNC(=O)c2nnn(-c3ccccc3)c2C)cc1
  A: 0.7; B: 3; C: -2; D: 2; E: 8; F: -3; G: 5; H: 96; I: 0

COc1cc(CN2CCN(C(=O)CC(C)C)CC2)cc(OC)c1O
  A: 4.4; B: 7; C: -1; D: 1; E: -2; F: -1; G: 4; H: 69; I: 2

CCNc1nc(NCC)nc(OCCNS(=O)(=O)c2cc(C)ccc2C)n1
  A: -0.9; B: -11; C: -5; D: -4; E: -27; F: -2; G: -7; H: 105; I: 2

O=C(NNC(=S)NC(=O)c1ccco1)c1ccc(F)cc1
  A: 0.6; B: -8; C: 11; D: -4; E: 1; F: -3; G: -4; H: 194; I: -3

Cc1cccc(C)c1NC(=O)CN(C)C(=O)c1ccccc1Sc1ccccc1C#N
  A: 0.5; B: -10; C: x; D: x; E: 5; F: x; G: x; H: 82; I: 2

O=C(NCCC(=O)N(CCc1ccccc1)Cc1ccccc1)c1ccc([N+](=O)[O-])cc1
  A: 0.7; B: -4; C: 3; D: 0; E: u; F: -1; G: 4; H: 111; I: 0

c1ccc(N2CCN(c3nc(-c4ccccn4)nc4ccccc34)CC2)cc1
  A: 1.5; B: -3; C: 6; D: 8; E: -1; F: -4; G: 0; H: 97; I: 64*

COc1ccc(/C=N/NC(=O)c2ccccc2O)cc1CSc1ccccn1
  A: 3.1; B: -4; C: -2; D: 19; E: 6; F: 3; G: 10; H: 107; I: 0

O=C(N/N=C/c1c[nH]c2ccccc12)c1cccs1
  A: 3.2; B: -8; C: 4; D: -3; E: 5; F: -2; G: -5; H: 96; I: -3

COCCN(C(=O)CNC(=O)c1ccco1)C(C(=O)NC1CCCCC1)c1cccc(OC)c1 (centres undefined)
  A: 4.0; B: -8; C: -2; D: 3; E: -8&-2; F: 2; G: 3; H: 96; I: -3

Cc1ccc(C(=O)NC(=S)N2CCN(C)CC2)cc1
  A: -2.2; B: 1; C: 2; D: 1; E: -8; F: -2; G: 9; H: 105; I: -1

O=S1(=O)CCN2C(c3ccco3)=CSC2=N1
  A: 0.7; B: -16; C: 1; D: 3; E: -4; F: -2; G: -5; H: 114; I: -1

O=C(CN1CCN(C(c2ccccc2)c2ccccc2)CC1)NCc1ccccc1
  A: 2.2; B: -4; C: 2; D: 6; E: -8; F: -8; G: 1; H: 98; I: -1

COCCNC(=S)Nc1ccc([N+](=O)[O-])cc1C
  A: -1.6; B: 11; C: 5; D: 3; E: 9; F: 0; G: -1; H: 94; I: -6

CC(=O)c1c(C)[nH]c(C(=O)Nc2ccccn2)c1C
  A: 2.1; B: 11; C: 1; D: -2; E: 9; F: 1; G: 3; H: 124; I: 4

CN(C(=O)c1ccncc1)c1nnc(-c2ccncc2)s1
  A: -1.1; B: 2; C: -4; D: -5; E: 23; F: 1; G: 3; H: 112; I: 6

Cc1noc(C)c1COc1cccc(C(=O)Nc2cccnc2)c1
  A: -1.3; B: 4; C: 1; D: -4; E: -15; F: 0; G: 4; H: 91; I: -3

CCOc1ccc(NCc2cccn2-c2nnc(N3CCC(C(=O)NCCCN4CCCCC4CC)CC3)s2)cc1 (centres undefined)
  A: 0.7; B: -15; C: -6; D: -14; E: -5; F: 1; G: -4; H: 102; I: 1

O=C(O)c1ccccc1C(=O)NCc1ccc2c(c1)OCO2
  A: 0.8; B: -4; C: -13; D: 4; E: -1; F: 1; G: -22; H: 89; I: -4

O=c1c(-c2ccc(O)cc2)coc2c([C@@H]3O[C@H](CO)[C@@H](O)[C@H](O)[C@H]3O)c(O)ccc12
  A: -1.2; B: -2; C: x; D: x; E: -3; F: x; G: x; H: 94; I: -1

Brc1cnc(N2CCCCC2)nc1N1CCOCC1
  A: -2.5; B: 12; C: 2; D: 0; E: -7; F: 1; G: -6; H: 89; I: -3

CCOc1ccc(N2C(=O)CC(SC(=NC)Nc3cccc(F)c3)C2=O)cc1 (centres undefined)
  A: 6.8; B: -5; C: -1; D: -2; E: -25; F: 1; G: -1; H: 105; I: 9

Cc1ccccc1C(=O)Nc1nc(-c2cccnc2)cs1
  A: -0.7; B: -11; C: 4; D: 16; E: -10; F: 4; G: -9; H: 90; I: 1

COc1cccc(NC(=O)CN(Cc2ccccc2)S(C)(=O)=O)c1
  A: 0.1; B: 12; C: 1; D: 5; E: -2; F: 0; G: -2; H: 97; I: -2

O=C(Cc1ccc(N2CCNC2=O)cc1)N1CCCC(Nc2cccc(F)c2)C1 (centres undefined)
  A: 0.8; B: -4; C: -11; D: 4; E: -10; F: 5; G: -11; H: 102; I: 6

O=C(NC(=S)Nc1ccccc1N1CCCC1)c1ccc(-c2cccc([N+](=O)[O-])c2)o1
  A: -1.6; B: 18; C: 9; D: 15; E: -4; F: -2; G: 6; H: i; I: 0

CN(Cc1ccccc1)CC1CCCN(CCc2ccccc2F)C1 (centres undefined)
  A: 0.3; B: 3; C: 3; D: -4; E: 2; F: -2; G: 9; H: 88; I: 3

# Ordered by value in TPT1 inh (falling): 3 from the list above.
Structure | TPT1 inh
CCOc1ccc(N2C(=O)CC(SC(=NC)Nc3cccc(F)c3)C2=O)cc1 (centres undefined) | 1
COc1cccc(NC(=O)CN(Cc2ccccc2)S(C)(=O)=O)c1 | 0
CN(Cc1ccccc1)CC1CCCN(CCc2ccccc2F)C1 (centres undefined) | -2

# (next part)
# Screens by letter – A = PP5 inh; B = ZTA counter; C = CTSL1 counter; D = core dimer inh; E = GASC-1 inh; F = TPT1 inh; G = EBNA-1 inhibitor; H = CR mimetic SO; I = PP1 inh
Clc1ccc(COn2c(-c3ccc(Cl)cc3Cl)nc3ncccc32)cc1
  A: 5.0; B: -2; C: 1; D: 12; E: 2; F: 1; G: 2; H: 125; I: 5

COc1cc(-c2nc3cnccn3c2Nc2c(C)cccc2C)ccc1O
  A: 0.9; B: 6; C: 0; D: -5; E: 5; F: 2; G: 6; H: 88; I: 0

C/C(=N\N=C\c1ccc(N(C)C)cc1)c1cccc([N+](=O)[O-])c1
  A: -6.7; B: -5; C: 7; D: -20; E: -12; F: 5; G: -9; H: 95; I: -1

O=C1NC2=C(C(=O)CCC2)C(c2ccccc2)N1 (centres undefined)
  A: -1.8; B: 1; C: -7; D: -6; E: -4; F: 0; G: -12; H: 112; I: -1

CC(=O)N1CCC(C(=O)N2CCN(S(=O)(=O)c3ccc(Cl)s3)CC2)CC1
  A: 0.7; B: 11; C: -2; D: -5; E: -17; F: -3; G: 1; H: 106; I: -4

COc1ccc(Nc2nc(N)nc(CSC(=S)N3CCCCC3)n2)cc1
  A: 1.4; B: 2; C: 2; D: 9; E: 9; F: 2; G: 8; H: 104; I: -3

N#CC1(C#N)C2=C(CCCC2)NC(c2ccccc2)C1(C#N)C#N (centres undefined)
  A: 3.8; B: 5; C: 1; D: 35; E: 17; F: 30*; G: -13; H: 100; I: 1

O=C(CCC1CCCN(C(=O)c2ccc3[nH]ccc3c2)C1)N1CCN(c2ccccn2)CC1 (centres undefined)
  A: -10; B: -9; C: 9; D: 1; E: -5; F: -2; G: -5; H: 112; I: 4

CCc1nnc(NC(=O)c2cc(S(=O)(=O)N3CCN(c4ccccc4)CC3)ccc2Cl)s1
  A: 0.9; B: -1; C: -2; D: 2; E: 0; F: 2; G: 7; H: 89; I: 0

NC(=O)c1c(NC(=O)c2cccc(N3C(=O)CCC3=O)c2)sc2c1CCCCC2
  A: -0.5; B: -9; C: 2; D: 3; E: 3; F: 1; G: -2; H: 95; I: -6

CCC(C)(C)n1nnnc1CN1CCC(c2nc3ccc(C)cc3[nH]2)CC1
  A: 2.9; B: -9; C: -3; D: 0; E: -6; F: 1; G: -12; H: 116; I: -3

CCOC(=O)C1CCN(C(=O)c2n[nH]c(=O)c3ccccc23)CC1
  A: -2.8; B: 12; C: -2; D: 3; E: -11; F: 1; G: -13; H: 100; I: -3

CCOc1cc(/C=N/NC(=O)c2nn(C)cc2Br)ccc1OCc1ccccc1
  A: -0.7; B: 10; C: 7; D: 16; E: -2; F: 1; G: -3; H: 93; I: 4

CCNC(=S)SCCOc1ccc(C)cc1
  A: -0.9; B: -14; C: -1; D: -5; E: 6; F: -6; G: 4; H: 87; I: -1

Cc1nnsc1SC(C)C(=O)O (centres undefined)
  A: -2.1; B: -5; C: 1; D: 6; E: -16; F: -3; G: 11; H: 94; I: -4

Cc1cccc(NC(=O)COC(=O)c2ccc3c(c2)OCO3)c1C
  A: -2.1; B: 2; C: -1; D: -4; E: 6; F: -1; G: 17; H: 96; I: 0

Cc1cc(C)cc(N(CCC#N)C(=O)COC(=O)c2ccc(OCc3c(C)noc3C)cc2)c1
  A: 0.5; B: 11; C: 7; D: 6; E: 0; F: 0; G: 10; H: 99; I: -3

CN(C(=O)COC(=O)/C=C/c1ccc(F)cc1)c1c(N)n(Cc2ccccc2)c(=O)[nH]c1=O
  A: 0.7; B: -1; C: 0; D: -1; E: -9; F: 0; G: 11; H: 92; I: -3

COc1cc(C)c(/C=C/C(C)=C/C=C/C(C)=C/C(=O)O)c(C)c1C
  A: -0.5; B: 8; C: 11; D: 10; E: -9; F: -4; G: 0; H: 95; I: 11

Cc1cccn2c(=O)c(/C=C(\C#N)S(=O)(=O)c3ccccc3)c(N3CCN(C)CC3)nc12
  A: -0.3; B: -5; C: -1; D: 7; E: -12&3; F: -16; G: -3; H: 94; I: -1

Cc1cccc(C(=O)NC2CC3CCCC(C2)N3C(=O)Nc2ccccc2)c1 (centres undefined)
  A: 0.0; B: 2; C: -2; D: -9; E: 0; F: -5; G: -11; H: 97; I: -1

CCCCCc1ccc(-c2ccc(OCC)cc2)nc1
  A: 1.6; B: 5; C: -2; D: -3; E: 19; F: -1; G: -2; H: 92; I: 1

O=C(N/N=C/c1ccc(Cl)cc1)c1cc2c(s1)-c1ccccc1CC2
  A: 0.9; B: -8; C: 6; D: 3; E: -3; F: -1; G: -10; H: 112; I: 3

CC(C)(C)c1ccc(CN2C(=O)CSC2=O)cc1
  A: 2.6; B: 4; C: 1; D: -2; E: -3; F: 0; G: 8; H: 89; I: 1

COc1ccc(/C=N/Nc2cc(C)nc3c(C)cccc23)cc1
  A: 3.4; B: -17; C: 6; D: -11; E: -4; F: 3; G: 2; H: 101; I: 0

COC(=O)CCCCC1SCC2NC(=O)NC21O (centres undefined)
  A: -1.0; B: 9; C: -4; D: -2; E: 18; F: -2; G: 5; H: 100; I: 1

CC1(c2ccccc2)CC(C)(C)N2C(=O)Cc3cccc1c32 (centres undefined)
  A: 2.3; B: -12; C: 0; D: -2; E: 0; F: -2; G: -6; H: 105; I: 5

O=C(CCc1ccccc1)NN1C(=O)C2C3C=CC(O3)C2C1=O (centres undefined)
  A: -1.2; B: -4; C: -2; D: 1; E: 13; F: 0; G: 4; H: 112; I: -2

Cc1nnc(NC(=O)c2ccc(Br)cc2)s1
  A: 1.3; B: -11; C: 4; D: -6; E: 8; F: 2; G: -10; H: 103; I: 0

O=C1CCCN1CCCNS(=O)(=O)c1ccc(F)cc1F
  A: -2.5; B: 0; C: 2; D: 2; E: 1; F: 0; G: 4; H: 96; I: -3

# Screening data (PubChem)
